Screening data as filed in PubChem.
HTT ATP protect = cytoprotection in Huntington HTT-Q103 PC12 cell model. Potency, µM (highest dose often 56.4 µM), for the others: cytoprotection (ATP increase), most hits filed as activators. 0.14% of 230,000 active. PC12 HTT-Q103 induced, cytoprotection, ATP luminescence, 40 h; active means well fitted activation curve with a large enough effect;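 further: % of control where 0% means no effect; nearly all actives have a fitted effect of over 45% in size; toxic huntingtin expression switched on by the ecdysone agonist tebufenozide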
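Quantitative HTS on tebufenozide-induced (100 nM) PC12 cells expressing HTTQ103 exon 1–GFP; compounds tested as a concentration series; survival measured via cellular ATP.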
The depositor's hits bear a star; [ ] = remark or other dose. Potency means the concentration at half of the fitted maximal effect.

compound | HTT ATP protect
COc1cccc2c1[C@@H]1CN(CCCCn3c(=O)[nH]c4c(sc5ncc(-c6ccccc6)nc54)c3=O)C[C@H]1CO2 | 7%[1.9 µM]
COC(=O)[C@H]1[C@H]2C[C@@H]3c4[nH]c5ccccc5c4CCN3C[C@H]2C[C@@H](OC(=O)c2cc(OC)c(OC)c(OC)c2)[C@@H]1OC | -97%[inhibitor]
CN1CCc2cc(O)c(O)cc2[C@H](c2ccccc2)C1 | -7%[1.9 µM]
O=C(Oc1ccc2c(c1)CN(Cc1ccccc1)CO2)c1ccccc1 | -6%[10 µM]
COc1ccc([C@H](O)c2ccccn2)cc1 | -9%[10 µM]
CC(C)Oc1ccc(/C(O)=C2/C(=O)C(=O)N(CCCN3CCOCC3)C2c2ccncc2)cc1 (stereo not drawn) | -13%
c1nc(NCCc2cnc[nH]2)c2[nH]cnc2n1 | -6%[10 µM]
C[S+](C)CC[C@H](N)C(=O)O | 37%
CN(C)C(=O)COC(=O)Cc1ccc(OC(=O)c2ccc(N=C(N)N)cc2)cc1 | 4%
COc1ccc2c(c1)Cc1cc(N=[N+]([O-])c3ccc4c(c3)Cc3cc(OC)ccc3-4)ccc1-2 | -13%[10 µM]

Reprinted from the part before: 4 compounds, followed by the next part.
compound | HTT ATP protect
c1nc(NCCc2cnc[nH]2)c2[nH]cnc2n1 | -6%[10 µM]
C[S+](C)CC[C@H](N)C(=O)O | 37%
CN(C)C(=O)COC(=O)Cc1ccc(OC(=O)c2ccc(N=C(N)N)cc2)cc1 | 4%
COc1ccc2c(c1)Cc1cc(N=[N+]([O-])c3ccc4c(c3)Cc3cc(OC)ccc3-4)ccc1-2 | -13%[10 µM]
COc1ccc(-c2nc(CSCC(=O)N3CCN(C4CCCCC4)CC3)c(C)o2)cc1OC | 3%
CC(C)C(=O)Cc1ccc2ccccc2n1 | 4%[10 µM]
O=C1[C@@H]2C=CC=CC2=NC(=S)N1CCN1CCC(=C(c2ccc(F)cc2)c2ccc(F)cc2)CC1 | 23%[1.9 µM]
N[C@H](CO)C(=O)NCC(=O)O | -20%[10 µM]
O=CN1CCN(C[C@H](O)CN2CCCCC2)CC1 | -14%[10 µM]
C[C@]12CCC(=O)C=C1CC[C@@H]1[C@@H]2[C@@H](O)C[C@@]2(C)[C@H]1CC[C@]2(O)C(=O)COP(=O)(O)O | -30%
C[C@H]1[C@H](C)OC(=O)C[C@H](O)C[C@H](O)C[C@H](O)CC[C@H](O)[C@H](O)CC(=O)C[C@H](O)[C@H](C(=O)O)[C@H](O)C[C@H](O[C@@H]2O[C@@H](C)[C@H](O)[C@@H](N)[C@@H]2O)C=CC=CC=CC=CCCC=CC=C[C@@](C)(O)[C@H]1O | 9%[10 µM]
NCCNC(=S)S | 11%[10 µM]
N=C(N)SCCSC(=N)N | -1%[10 µM]
Cc1ccc(Cn2c(=O)c3ccccc3n3c(CCC(=O)O)nnc23)cc1 | 5%
CCCCCCCCCCCC(=O)N(CCO)CCO | -2%
C[C@@H](O)[C@H]1C(=O)N2C(C(=O)O)=C(S[C@@H]3CN[C@H](CNS(N)(=O)=O)C3)[C@H](C)[C@H]12 | 20%
CN1CCN(CC(=O)Nc2cccc3ccccc23)CC1 | -4%[10 µM]
N#Cc1cc2c(=O)n3ccccc3nc2n(Cc2cccnc2)c1=N | 12%[10 µM]
O=C(O)[C@@H]1[C@@H](C(=O)O)[C@]23C[C@@]2(C(=O)O)[C@]2(C(=O)O)CCC3=C3CCCC312 | -19%[10 µM]
CC(C)c1cc(CN(C)C)c(O)c(C(C)(C)C)c1 | -9%[10 µM]
Cc1nc(N2CCN(c3ncccn3)CC2)c2oc3ccccc3c2n1 | 3%[0.074 µM]
O=C(O)[C@H]1[C@H](C(=O)O)[C@H](C(=O)O)C[C@@H]1C(=O)O | 5%[10 µM]
O=[N+]([O-])c1ccccc1N=Nc1c(O)[nH]c2ccc(S(=O)(=O)O)cc12 | -3%[10 µM]
Cc1cc(N2CCOCC2)nc2ccc(Cc3ccc4nc(N5CCOCC5)cc(C)c4c3)cc12 | -2%[10 µM]
O=C(O)CCc1nc2ccccc2[nH]1 | 9%
COCCN1CCN(c2c(C)c(C)nc3cc(-c4cccc(OC)c4)nn23)CC1 | -15%[10 µM]
CC1=NCC[N@@+]1(CCc1ccccc1)Cc1ccccc1 | 14%[10 µM]
O[C@H]([C@H](O)[C@@H](O)c1nc2ccccc2[nH]1)[C@@H](O)c1nc2ccccc2[nH]1 | 0%[10 µM]
C[C@@]12CC[C@@H]3[C@@H](CC[C@H]4C[C@@H](O)CC[C@]43C)[C@H]1CC[C@@H]2c1cc(C(F)(F)F)n[nH]1 | -6%[10 µM]
O=C(NCc1cccnc1)[C@@H]1[C@@H](C(=O)O)[C@H]2CC[C@@H]1O2 | -2%[10 µM]
COCCn1nnnc1C(c1ccccc1OC)N1CCc2ccccc2C1 (stereo not drawn) | -5%[10 µM]
Oc1cc(O)c2c(c1)O[C@@H](c1ccc(O)c(O)c1)[C@H](O[C@@]1(c3cc(O)c(O)c(O)c3)Oc3cc(O)cc(O)c3[C@H](O)[C@@H]1O)C2 | -8%[10 µM]
O=C1C(Cl)=C(Sc2nnc3c4ccccc4c4ccccc4c3n2)C(=O)c2ccccc21 | -25%[10 µM]
CC1(C)O[C@@H]2O[C@H]([C@@H]3COC(C)(C)O3)[C@H](N)[C@H]2O1 | -4%[10 µM]

Four compounds from above, sorted by number of heavy atoms, rising.
compound | HTT ATP protect
CC1(C)O[C@@H]2O[C@H]([C@@H]3COC(C)(C)O3)[C@H](N)[C@H]2O1 | -4%[10 µM]
O=C(NCc1cccnc1)[C@@H]1[C@@H](C(=O)O)[C@H]2CC[C@@H]1O2 | -2%[10 µM]
O[C@H]([C@H](O)[C@@H](O)c1nc2ccccc2[nH]1)[C@@H](O)c1nc2ccccc2[nH]1 | 0%[10 µM]
C[C@@]12CC[C@@H]3[C@@H](CC[C@H]4C[C@@H](O)CC[C@]43C)[C@H]1CC[C@@H]2c1cc(C(F)(F)F)n[nH]1 | -6%[10 µM]

Copied from the entries so far for reference:
compound | HTT ATP protect
COc1cccc2c1[C@@H]1CN(CCCCn3c(=O)[nH]c4c(sc5ncc(-c6ccccc6)nc54)c3=O)C[C@H]1CO2 | 7%[1.9 µM]
COC(=O)[C@H]1[C@H]2C[C@@H]3c4[nH]c5ccccc5c4CCN3C[C@H]2C[C@@H](OC(=O)c2cc(OC)c(OC)c(OC)c2)[C@@H]1OC | -97%[inhibitor]

Next part:
compound | HTT ATP protect
N=C(c1ccc2ccccc2c1)c1ccccc1Cc1ccccc1 | 3%[10 µM]
C[C@@H]1O[C@@H](n2cc(F)c(=O)[nH]c2=O)[C@H](O)[C@@H]1O | -37%[inhibitor][1.9 µM]
CC(=O)Nc1ccc(NC(=S)NC(=O)c2ccc(C(C)(C)C)cc2)cc1 | -66%[inhibitor]
O=S(=O)(O)c1cc(N=[N+]([O-])c2cc(S(=O)(=O)O)c3ccccc3c2)cc2ccccc12 | 10%[10 µM]
COc1ccccc1C[C@@H](Cc1nc2ccccc2[nH]1)c1nc2ccccc2[nH]1 | 2%
COC(=O)[C@@H]1C[C@H]1[C@@H](NC(=O)OCc1ccccc1)c1ccccc1 | 5%
CC1(C)CCC(C)(C)c2cc(NC(=O)c3ccc(C(=O)O)cc3)ccc21 | -6%
Fc1cccc(CSc2ncnc3c2ncn3[C@H]2CCCS2)c1 | -9%[10 µM]
CC(C)c1cc2c(cc1S(=O)(=O)O)[C@@]1(C)CCC[C@@](C)(C(=O)O)[C@@H]1CC2 | -11%
NC(N)=N[C@H](CC(=O)O)c1ccccc1 | -12%[10 µM]
NCCNC[C@H](O)CO | -2%[10 µM]
ClC(=Nc1cccc2ccccc12)N(c1ccccc1)c1ccccc1 | -13%[10 µM]
O=C(Nc1cccc2cccnc12)[C@@H]1[C@@H](C(=O)O)[C@H]2CC[C@@H]1O2 | -3%[10 µM]
N[C@@H](CSC(=O)c1ccccc1)C(=O)O | -15%[10 µM]
O=C1C(=O)N(CCCN2CCOCC2)C(c2ccccn2)/C1=C(\O)c1ccc2c(c1)OCCO2 (stereo not drawn) | -12%[0.074 µM]
Cc1cc(C(=O)CSC(=S)SC(C)(C)C)ccc1Cl | -3%[10 µM]
Cc1cccc(-c2cc3nc4c(c(N5CCC6(CC5)OCCO6)n3n2)CCCC4)c1 | 21%[10 µM]
CC(=O)c1ccc2c(c1)N(CCCN1CCN(CCO)CC1)c1ccccc1S2 | -92%[inhibitor]
CCOC(=O)c1c2c(n3ccccc13)C(=O)c1ccccc1C2=O | -12%[10 µM]
N#C[C@@H](N=Nc1ccccc1C(=O)O)C(N)=O | -21%[10 µM]

Further entries
SMILES,HTT ATP protect
NCC(=O)NC1(C(=O)O)CCCC1,0%[10 µM]
CC(C)N(CC(=O)O)CC(=O)O,-10%[10 µM]
O=C(c1ccc([N+](=O)[O-])cc1)[C@@H](Br)[C@@H](Br)c1ccnc2ccccc12,-5%[10 µM]
N#C[C@H](c1ccccc1)N1CCCN([C@@H](C#N)c2ccccc2)C1c1ccccc1O (stereo partly drawn),-1%[10 µM]
c1cncc(CSc2ncnc3nc[nH]c23)c1,-19%[10 µM]
O=C(O)C[C@@H](C(=O)O)c1ccccc1[N+](=O)[O-],-16%[10 µM]
COc1ccc(CCNC(=O)c2c(O)c3c([nH]c2=O)CCCC3)cc1OC,-14%[10 µM]
Cc1cnc(-c2nnc(N(C)C(=O)c3ccncc3)s2)cn1,-10%[10 µM]
Cn1c(=O)c2c(nc(/C=C\c3cccc(Cl)c3)n2C)n(C)c1=O,-6%[1.9 µM]
CC(=O)c1c(O)cc(C)n(Cc2ccccc2)c1=O,-5%[0.074 µM]
O=C(Nc1ccc2oc(=O)c(C(=O)O)cc2c1)Oc1ccccc1,0%[10 µM]
Cc1c(C)c2c(c(C)c1O)CC[C@@](C)(CN1CCN(c3cc(N4CCCC4)nc(N4CCCC4)n3)CC1)O2,29%[1.9 µM]
C=C(C)c1cccc(C(C)(C)NC(=O)N2CCN(c3ncccn3)CC2)c1,11%[0.074 µM]
Nc1nc(SCc2ccccc2[N+](=O)[O-])c2[nH]cnc2n1,14%[10 µM]
O=S(=O)(c1ccc(F)cc1)N1CCC(N2CCN(c3ccccc3)CC2)CC1,3%
C[C@H](CCC(=O)O)[C@H]1CC[C@@H]2[C@H]3CC[C@H]4C[C@H](O)CC[C@@]4(C)[C@@H]3CC[C@@]21C,5%[10 µM]
CCCCSCc1nc2nc(Cl)c(Cl)nc2[nH]1,-10%[10 µM]
CC(C)(N)C(=O)N[C@@H]1C(=O)N2[C@@H]1SC(C)(C)[C@H]2C(=O)O,-1%[10 µM]
CC(C)c1ccc(O)c(O)c(=O)c1 (tested in a mixture with another compound),12%[10 µM]
COc1cccc(OC)c1OCCNC[C@@H]1CSc2ccccc2O1,-30%[1.9 µM]
Cc1ccc2cc(CN(CC3CCCO3)C(=O)c3ccco3)c(=O)[nH]c2c1C (stereo not drawn),10%[10 µM]
CCCNc1ncnc2[nH]ncc12,-7%[10 µM]
NS(=O)(=O)c1nc(S(=O)(=O)O)c2[nH]cnc2n1,1%[10 µM]
Cc1ccc2nc(NC3=NCN(CCN4CCOCC4)CN3)nc(C)c2c1,-38%[inhibitor][10 µM]
Cc1nn(-c2ccc(S(=O)(=O)O)cc2)c(O)c1N=Nc1ccc(-c2ccc(N=Nc3ccc4c(S(=O)(=O)O)cc(S(=O)(=O)O)c(N)c4c3O)c(O)c2)cc1O.[Cu].[Cu],-7%[10 µM]
COc1cc(OC)cc([C@H](CNc2ncnc3c2ncn3[C@@H]2O[C@@H](CO)[C@H](O)[C@@H]2O)c2ccccc2C)c1,23%[1.9 µM]
CSc1ccc(NC(=O)[C@H]2CCCC[C@@H]2C(=O)O)cc1,1%[10 µM]
C/C(=N/NC(=O)c1ccncc1)c1ccccc1Cl,2%[10 µM]
Cn1ccnc1C[C@@](C)(O)c1ccccc1,2%[10 µM]
NCCCc1c(-c2ccccc2)nc(N)[nH]c1=O,-5%[10 µM]
O=c1ccn([C@@H]2O[C@@H](COP(=O)(O)OP(=O)(O)O)[C@H](O)[C@@H]2O)c(=O)[nH]1,-7%[1.9 µM]
OC[C@@H]1NC[C@@H](O)[C@@H](O)[C@H]1O,14%[1.9 µM]
COc1ccc(Cc2ccccc2C(=O)O)c2ccccc12,9%[10 µM]
Nc1nc(Cl)cc(NCCO)n1,-4%[10 µM]
CCCn1c(=NC(=O)c2ccncc2)c(C#N)cc2c(=O)n3cccc(C)c3nc21,11%[0.074 µM]
O=[N+]([O-])c1ccc(Cl)c(CNc2ncnc3c2ncn3[C@@H]2CCCCO2)c1,9%[10 µM]
Cc1ccc2nc(N/N=C\c3cccc(C)n3)cc(C)c2c1,-1%[10 µM]
C[C@H](O)[C@H](O)[C@@H](O)c1cnc2nc(N)[nH]c(=O)c2n1,-1%
NCCSC[C@H](N)C(=O)O,1%[10 µM]
COCCn1c(C)cc(C(=O)CSc2nnc3scc(-c4ccc(Cl)cc4)n23)c1C,-14%[0.074 µM]
CCC1(C(=O)OC)NC(c2cccc(F)c2)C2C(=O)N(C)C(=O)C21 (stereo not drawn),11%[10 µM]
Cn1c(=O)c2c(nc(CN3CCN(c4ccccc4)CC3)n2CCCc2ccccc2)n(C)c1=O,-9%[0.074 µM]
CCC(=O)Nc1ncnc2ncn(C(=O)CC)c12,-8%[10 µM]
Cc1nc(N)nc2ccccc12,-12%[10 µM]
CN(C)c1ccccc1CN1CCCN(Cc2ccccc2N(C)C)C1c1ccncc1,-10%[10 µM]
O=C(CC1(O)CCCCC1)OC1CCCC1,-15%[10 µM]
C[C@H]1CC(C)(C)C[C@@](OCCN2CCCCC2)(c2ccccc2)C1,-12%[10 µM]
Cc1ccnc(SCCn2c(N(C)Cc3ccccc3)nc3c2c(=O)n(C)c(=O)n3C)n1,-17%
O=C(O)c1cccc(C[C@H](Br)C(=O)O)c1,-18%[10 µM]
Oc1c(Br)cc(CN(Cc2cc(Br)c(O)c(Br)c2)C2CCCCC2)cc1Br,-1%[10 µM]

A portion of the library (hit frequency here may not be typical).
